TDP2 absorb: blocks human TDP2 phosphodiesterase activity | O95551 | recombinant TDP2, T5PNP hydrolysis, p-nitrophenol absorbance 415 nm | inhibition, % at 12.8 µM | 370,000 compounds, 0.34% hits;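 active means inhibition above the mean of all tested compounds plus 3 SD, set per campaign, cut at about 25% in these data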;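 further: 0% = DMSO with enzyme and 100% = buffer with substrate but no TDP2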
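System – recombinant human TDP2 · Quantity – TDP2 enzyme at 120 nM final · Doses – single concentration, 12.8 µM nominal, with 1% DMSO · Incubation – 2 h at 37 °C · Measured by – epi absorbance of p-nitrophenol freed from T5PNP by hydrolysis · Read-out – % inhibition relative to enzyme-containing and enzyme-free wells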
SIAE primary: human SIAE inhibition, primary screen. 370,000 compounds, 0.69% hits. SIAE FP-Rh probe binding, fluorescence polarization. inhibition, % at 9.66 µM. Q9HAT2. AID 1053197;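 active means inhibition above a cutoff: mean of compounds within the control limits plus 3 SD of those, cut at about 17% in these data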;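 further: 0% = plate median of compound wells and 100% = probe without SIAE protein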
Target sequence (Q9HAT2 whole entry, looked up): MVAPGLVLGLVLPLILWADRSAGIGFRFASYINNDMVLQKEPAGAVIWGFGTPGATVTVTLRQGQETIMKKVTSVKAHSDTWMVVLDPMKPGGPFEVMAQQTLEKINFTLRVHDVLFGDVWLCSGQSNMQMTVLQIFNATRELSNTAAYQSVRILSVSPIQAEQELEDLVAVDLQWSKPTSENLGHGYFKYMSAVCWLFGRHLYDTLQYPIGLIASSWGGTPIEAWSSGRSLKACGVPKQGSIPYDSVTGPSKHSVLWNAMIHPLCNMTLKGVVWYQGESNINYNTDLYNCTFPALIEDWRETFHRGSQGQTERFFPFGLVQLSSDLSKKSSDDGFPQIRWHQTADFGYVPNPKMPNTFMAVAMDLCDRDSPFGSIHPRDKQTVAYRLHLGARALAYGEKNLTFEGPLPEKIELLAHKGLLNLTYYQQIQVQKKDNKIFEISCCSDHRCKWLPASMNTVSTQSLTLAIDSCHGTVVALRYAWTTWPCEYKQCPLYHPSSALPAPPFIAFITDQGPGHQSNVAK
UHRF1 MBD2 ctr: human UHRF1 methylated DNA binding inhibitors; Q96T88; UHRF1 binding to methylated oligo, TR-FRET; 370,000 compounds, 0.75% hits; AID 687016; inhibition, % at 4.4 µM; in the data active means inhibition above about 21%;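 further: UHRF1 SRA domain binding a hemimethylated CpG hairpin DNA probe; 0% = median of test compound wells and 100% = reference inhibitor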
KLK7 zymogen act: proKLK7 (human) activation, primary screen; P49862; purified proKLK7, EDANS-DABCYL substrate fluorescence; 100% is mature enzyme control, 0% vehicle; activation, % at 7 µM; 370,000 compounds, 0.9% hits; AID 652039;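 active means activation above the mean of all tested compounds plus 3 SD, computed per campaign excluding outliers beyond control limits, cut at about 13% in these data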
LEDGF integ inh: blocks HIV-1 LEDGF/p75-dependent DNA integration | inhibition, % at 3.7 µM | 370,000 compounds, 0.64% hits | AID 743269 | TR-FRET IN-LEDGF/p75 DNA integration, Eu/Cy5;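 active means inhibition above the screen-wide mean plus 3 SD, cut at about 13% in these data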;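 further: signal is the Cy5 over europium emission ratio at 671 and 618 nm; 0% = plate median of compound wells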
MBD2 DNA inh: inhibitors of human MBD2 binding to methylated oligonucleotide. inhibition, % at 4.4 µM. 370,000 compounds, 0.31% hits. Q9UBB5. TR-FRET. AID 686964; in the data active means inhibition above about 13%
Tn7 DDE FP: disrupts Tn7 cyclic peptide binding to fibrin D-Dimer-E complex; 370,000 compounds, 0.13% hits; inhibition, % at 8.3 µM; P02675; FP displacement of FITC-Tn7 peptide from fibrin DD(E); 0% = median of compound wells per plate;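 active means inhibition above the mean of compounds falling within the control limits plus 3 SD of them, cut at about 14% in these data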;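 further: 0% = plate median of compound wells and 100% = 10 µM Aha-Tn7 peptide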
Target sequence (P02675 whole entry, looked up): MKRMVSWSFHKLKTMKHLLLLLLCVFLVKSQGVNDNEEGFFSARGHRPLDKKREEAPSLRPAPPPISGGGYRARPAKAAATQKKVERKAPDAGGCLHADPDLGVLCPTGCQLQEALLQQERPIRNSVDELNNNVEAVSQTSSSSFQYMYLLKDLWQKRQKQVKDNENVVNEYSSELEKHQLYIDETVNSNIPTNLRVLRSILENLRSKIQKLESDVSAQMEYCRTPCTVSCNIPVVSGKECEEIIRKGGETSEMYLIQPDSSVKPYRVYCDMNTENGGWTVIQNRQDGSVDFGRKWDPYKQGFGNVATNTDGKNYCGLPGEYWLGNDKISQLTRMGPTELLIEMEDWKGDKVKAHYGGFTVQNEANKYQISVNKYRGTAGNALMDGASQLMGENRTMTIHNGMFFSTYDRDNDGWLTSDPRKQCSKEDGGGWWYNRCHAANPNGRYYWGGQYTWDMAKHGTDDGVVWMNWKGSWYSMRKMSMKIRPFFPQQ
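Test system – human fibrin DD(E) · Times – 10 min preincubation, 3 h with tracer, room temperature · Detection – fluorescence polarization of the labelled Tn7 tracer · Measure – percent inhibition normalized to high-control wells · Benchmarks – high control wells with 10 µM unlabelled Aha-Tn7 peptide (full inhibition) · Repeats – singlicate testing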
TCR CD3 inh: inhibitors of human TCR-CD3 interaction; AID 651800; 360,000 compounds, 0.37% hits; inhibition, % at 9.4 µM; TAMRA-labeled TCR probe fluorescence, biochemical; in the data active means inhibition above about 19%;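 further: recombinant mutant TCR 2C K166C tagged with TAMRA read by polarization; 0% = receptor in buffer alone and 100% = receptor with positive control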
PRMT1 FP inh: PRMT1 (human) inhibition, primary screen; inhibition, % at 2.79 µM; AID 652257; 370,000 compounds, 1.3% hits; Q99873; recombinant PRMT1, activity-based probe fluorescence polarization;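 active means inhibition above about 21% made by adding two undisclosed values, limit read from the data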
Tn6 DDE FP: DD(E)-Tn6 binding inhibition, primary FP screen. P02675. Fibrin DD(E) TRITC-Tn6 fluorescence polarization displacement. inhibition, % at 8.3 µM. 370,000 compounds, 0.21% hits;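 active means inhibition above a per-campaign cutoff: mean of compounds within control limits plus 3 SD, cut at about 15% in these data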;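 further: 0% = median of all compound wells on the plate and 100% = blocking peptide control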
* hit, by the source's call. An unsorted share of the library. About 4.6% of those tested had a hit in this group.

How did CCc1ccc(NC(=O)COC(=O)c2cccs2)cc1 do in these assays?
TDP2 absorb: 15; SIAE primary: 5; UHRF1 MBD2 ctr: -1; KLK7 zymogen act: 0.4; LEDGF integ inh: -2; MBD2 DNA inh: 3; Tn7 DDE FP: 3; TCR CD3 inh: 1; PRMT1 FP inh: 1; Tn6 DDE FP: -9

Results for Cc1ccc(C)c(N=Cc2cc3c(cc2[N+](=O)[O-])OCO3)c1 ?
TDP2 absorb: 10; SIAE primary: 27*; UHRF1 MBD2 ctr: 38*; KLK7 zymogen act: 0.7; LEDGF integ inh: 40*; MBD2 DNA inh: 9; Tn7 DDE FP: -4; TCR CD3 inh: -1; PRMT1 FP inh: 22*; Tn6 DDE FP: -9

What do the screens show for `Cc1ccc(Cn2cc(/C=N/NC(=O)Cc3nnc(NC(=O)c4ccc(C)cc4)s3)c3ccccc32)cc1`?
TDP2 absorb: 1; SIAE primary: -3; UHRF1 MBD2 ctr: 1; KLK7 zymogen act: -0.3; LEDGF integ inh: -1; MBD2 DNA inh: 5; Tn7 DDE FP: 2; TCR CD3 inh: 3; PRMT1 FP inh: 3; Tn6 DDE FP: 3

How did Cc1ccnc(NS(=O)(=O)c2ccc(NC(=O)CN3C(=O)c4ccccc4S3(=O)=O)cc2)n1 do in these assays?
TDP2 absorb: -13; SIAE primary: -6; UHRF1 MBD2 ctr: 7; KLK7 zymogen act: -1.1; LEDGF integ inh: -4; MBD2 DNA inh: 2; Tn7 DDE FP: -2; TCR CD3 inh: 2; PRMT1 FP inh: 7; Tn6 DDE FP: -15

Results for COc1ccc(OC)c(-c2csc(NC(=O)c3ccc(F)cc3)n2)c1 ?
TDP2 absorb: -1; SIAE primary: -11; UHRF1 MBD2 ctr: -1; KLK7 zymogen act: -0.3; LEDGF integ inh: -6; MBD2 DNA inh: -1; Tn7 DDE FP: 4; TCR CD3 inh: -3; PRMT1 FP inh: 4; Tn6 DDE FP: -6

How did CCCCn1c(N)c(N(CCC(C)C)C(=O)C2CC(=O)N(c3ccc4c(c3)OCCO4)C2)c(=O)[nH]c1=O (stereo not given) do in these assays?
TDP2 absorb: 4; SIAE primary: 10; UHRF1 MBD2 ctr: -2; KLK7 zymogen act: 0.0; LEDGF integ inh: 2; MBD2 DNA inh: 4; Tn7 DDE FP: 4; TCR CD3 inh: 5; PRMT1 FP inh: 0; Tn6 DDE FP: -6

Results for C=COc1ccc(N2C(=O)c3ccccc3OC2C)cc1 (stereo not given) ?
TDP2 absorb: -20; SIAE primary: -9; UHRF1 MBD2 ctr: 2; KLK7 zymogen act: -0.5; LEDGF integ inh: 7; MBD2 DNA inh: 2; Tn7 DDE FP: -5; TCR CD3 inh: -4; PRMT1 FP inh: -2; Tn6 DDE FP: 3

How did COc1ccc(Cc2c(Cl)ncnc2Cl)cc1 do in these assays?
TDP2 absorb: -3; SIAE primary: 5; UHRF1 MBD2 ctr: 0; KLK7 zymogen act: 0.4; LEDGF integ inh: -5; MBD2 DNA inh: 1; Tn7 DDE FP: -4; TCR CD3 inh: 2; PRMT1 FP inh: 0; Tn6 DDE FP: 5

Results for Cc1ccc(S(=O)(=O)NCCC(=O)NC2CCCCCC2)cc1C ?
TDP2 absorb: 1; SIAE primary: -6; UHRF1 MBD2 ctr: 0; KLK7 zymogen act: -0.1; LEDGF integ inh: -3; MBD2 DNA inh: 4; Tn7 DDE FP: 4; TCR CD3 inh: -8; PRMT1 FP inh: 0; Tn6 DDE FP: -3

How did COc1ccc(/C=N/NC(=O)C(=O)/C=C2\NC3(CCCC3)Cc3ccccc32)cc1 do in these assays?
TDP2 absorb: -5; SIAE primary: -19; UHRF1 MBD2 ctr: 1; KLK7 zymogen act: -2.8; LEDGF integ inh: -4; MBD2 DNA inh: 3; Tn7 DDE FP: 3; TCR CD3 inh: -2; PRMT1 FP inh: 3; Tn6 DDE FP: 3

How did COCCc1ncc(CN2CCC(C(=O)Nc3ccc(-n4cccn4)cc3)CC2)cn1 do in these assays?
TDP2 absorb: 1; SIAE primary: -3; UHRF1 MBD2 ctr: 0; KLK7 zymogen act: -0.2; LEDGF integ inh: 1; MBD2 DNA inh: 3; Tn7 DDE FP: -5; TCR CD3 inh: 2; PRMT1 FP inh: -1; Tn6 DDE FP: -1

What do the screens show for `CCC1CCCCN1C(=S)Nc1ccc(S(=O)(=O)Nc2ncccn2)cc1` (stereo not given)?
TDP2 absorb: 5; SIAE primary: 8; UHRF1 MBD2 ctr: -1; KLK7 zymogen act: 0.1; LEDGF integ inh: 6; MBD2 DNA inh: -6; Tn7 DDE FP: -1; TCR CD3 inh: 1; PRMT1 FP inh: 1; Tn6 DDE FP: -1

Results for COC(=O)c1ccc2nc(-c3ccc(F)cc3)c(Cc3ccccc3C(F)(F)F)n2c1 ?
TDP2 absorb: -3; SIAE primary: 1; UHRF1 MBD2 ctr: 5; KLK7 zymogen act: 0.4; LEDGF integ inh: 4; MBD2 DNA inh: -2; Tn7 DDE FP: -4; TCR CD3 inh: 1; PRMT1 FP inh: 2; Tn6 DDE FP: -3

Results for CC(=O)N1CCN(C(=O)CSc2cc(C)c(Br)cc2C)CC1 ?
TDP2 absorb: 5; SIAE primary: -2; UHRF1 MBD2 ctr: 4; KLK7 zymogen act: -0.2; LEDGF integ inh: -3; MBD2 DNA inh: 3; Tn7 DDE FP: 4; TCR CD3 inh: 3; PRMT1 FP inh: 2; Tn6 DDE FP: -6

What do the screens show for `CC1(C(=O)NS(=O)(=O)c2cccs2)CCN1C(=O)CC1CCCC1` (stereo not given)?
TDP2 absorb: -8; SIAE primary: -2; UHRF1 MBD2 ctr: 0; KLK7 zymogen act: -0.2; LEDGF integ inh: -1; MBD2 DNA inh: -1; Tn7 DDE FP: 3; TCR CD3 inh: 5; PRMT1 FP inh: -1; Tn6 DDE FP: -3

How did O=C(Nc1ccccc1)C1CCCN(S(=O)(=O)c2ccc(-n3cnnn3)cc2)C1 (stereo not given) do in these assays?
TDP2 absorb: -10; SIAE primary: -4; UHRF1 MBD2 ctr: 4; KLK7 zymogen act: -0.9; LEDGF integ inh: 1; MBD2 DNA inh: -4; Tn7 DDE FP: -1; TCR CD3 inh: -15; PRMT1 FP inh: 0; Tn6 DDE FP: 0

How did O=C(Nc1ccc(Oc2ncnc3cc(Cl)ccc23)nc1)Nc1cccc(C(F)(F)F)c1 do in these assays?
TDP2 absorb: -10; SIAE primary: 4; UHRF1 MBD2 ctr: -3; KLK7 zymogen act: 0.7; LEDGF integ inh: 4; MBD2 DNA inh: -1; Tn7 DDE FP: 4; TCR CD3 inh: -1; PRMT1 FP inh: -9; Tn6 DDE FP: 0

How did Cc1csc(Nc2ccc(C(=O)O)cc2)n1 do in these assays?
TDP2 absorb: -3; SIAE primary: 3; UHRF1 MBD2 ctr: -1; KLK7 zymogen act: 0.1; LEDGF integ inh: -7; MBD2 DNA inh: -1; Tn7 DDE FP: 3; TCR CD3 inh: -7; PRMT1 FP inh: 1; Tn6 DDE FP: -4

Results for CC(=O)CC1(C)OC(N)=C(C#N)C1(C#N)C#N (stereo not given) ?
TDP2 absorb: 7; SIAE primary: -6; UHRF1 MBD2 ctr: -2; KLK7 zymogen act: 3.3; LEDGF integ inh: -2; MBD2 DNA inh: -6; Tn7 DDE FP: -6; TCR CD3 inh: 2; PRMT1 FP inh: 3; Tn6 DDE FP: -5

How did NS(=O)(=O)c1ccc(CCNC(=O)CSc2nc3ccccc3c3nc(CCN4CCCCC4)nn23)cc1 do in these assays?
TDP2 absorb: -6; SIAE primary: -1; UHRF1 MBD2 ctr: 1; KLK7 zymogen act: 0.0; LEDGF integ inh: -7; MBD2 DNA inh: 1; Tn7 DDE FP: 5; TCR CD3 inh: -3; PRMT1 FP inh: 2; Tn6 DDE FP: 7

What do the screens show for `COc1ccc(C2=NOC(C(=O)NCCCN3CCOCC3)C2)cc1` (stereo not given)?
TDP2 absorb: 4; SIAE primary: 0; UHRF1 MBD2 ctr: -1; KLK7 zymogen act: 0.6; LEDGF integ inh: 0; MBD2 DNA inh: 0; Tn7 DDE FP: -5; TCR CD3 inh: -3; PRMT1 FP inh: 1; Tn6 DDE FP: -5

Results for Cc1ccc(S(=O)(=O)/C(C#N)=C/c2c(N3CCC(C(N)=O)CC3)nc3ccccn3c2=O)cc1 ?
TDP2 absorb: -15; SIAE primary: 4; UHRF1 MBD2 ctr: 0; KLK7 zymogen act: 9.5; LEDGF integ inh: -1; MBD2 DNA inh: -8; Tn7 DDE FP: 5; TCR CD3 inh: 3; PRMT1 FP inh: 2; Tn6 DDE FP: -6

Results for CC1(CCc2ccccc2)NC(=O)N(CC(=O)Nc2ccc(OC(F)F)cc2)C1=O (stereo not given) ?
TDP2 absorb: -2; SIAE primary: -2; UHRF1 MBD2 ctr: -1; KLK7 zymogen act: -0.1; LEDGF integ inh: -4; MBD2 DNA inh: 0; Tn7 DDE FP: 12; TCR CD3 inh: -6; PRMT1 FP inh: -2; Tn6 DDE FP: -2

Results for COc1ccc(S(=O)(=O)N2CCN(C(=O)c3cc(-c4ccc(Br)cc4)n[nH]3)CC2)cc1OC ?
TDP2 absorb: 8; SIAE primary: -31; UHRF1 MBD2 ctr: 1; KLK7 zymogen act: -1.3; LEDGF integ inh: 3; MBD2 DNA inh: 1; Tn7 DDE FP: -4; TCR CD3 inh: 1; PRMT1 FP inh: -2; Tn6 DDE FP: 7

Results for CCOc1ccc(C2NC(=O)c3ccccc3O2)cc1OC (stereo not given) ?
TDP2 absorb: 3; SIAE primary: 4; UHRF1 MBD2 ctr: 3; KLK7 zymogen act: -4.6; LEDGF integ inh: 2; MBD2 DNA inh: -2; Tn7 DDE FP: -1; TCR CD3 inh: -4; PRMT1 FP inh: 0; Tn6 DDE FP: 3

How did O=C(CCc1nnc(Cc2c[nH]c3ccccc23)o1)NCC1CC12CCCCC2 (stereo not given) do in these assays?
TDP2 absorb: 2; SIAE primary: 2; UHRF1 MBD2 ctr: -1; KLK7 zymogen act: 0.2; LEDGF integ inh: 3; MBD2 DNA inh: 0; Tn7 DDE FP: 0; TCR CD3 inh: 7; PRMT1 FP inh: -2; Tn6 DDE FP: 12

What do the screens show for `CCOC(=O)Cn1c(=O)c2c(nc(Br)n2CC(=O)OCC)n(C)c1=O`?
TDP2 absorb: -15; SIAE primary: 1; UHRF1 MBD2 ctr: 11; KLK7 zymogen act: 0.1; LEDGF integ inh: -4; MBD2 DNA inh: 0; Tn7 DDE FP: 7; TCR CD3 inh: -11; PRMT1 FP inh: 5; Tn6 DDE FP: -2

Screens deposited in PubChem BioAssay by The Scripps Research Institute Molecular Screening Center.
